GC-A act = GC-A (human) enzyme activation. hit rate 0.14% among 370,000. AID 1671463. activation, % at 10 µM. HEK293 GC-A cells, cGMP TR-FRET, EC30 ANP; 0% at EC30 ANP, 100% saturating ANP; in the data active = activation above about 40%
HTRA1 inh = blocks human HTRA1 serine peptidase; Q92743; recombinant HTRA1, FP-rhodamine activity-based probe, fluorescence polarization; inhibition, % at 5.96 µM; hit rate 0.5% among 340,000; AID 504803; in the data active = inhibition above about 36%;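 note: 0% = enzyme with DMSO and 100% = wells lacking enzyme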
Target sequence (Q92743 whole entry, looked up): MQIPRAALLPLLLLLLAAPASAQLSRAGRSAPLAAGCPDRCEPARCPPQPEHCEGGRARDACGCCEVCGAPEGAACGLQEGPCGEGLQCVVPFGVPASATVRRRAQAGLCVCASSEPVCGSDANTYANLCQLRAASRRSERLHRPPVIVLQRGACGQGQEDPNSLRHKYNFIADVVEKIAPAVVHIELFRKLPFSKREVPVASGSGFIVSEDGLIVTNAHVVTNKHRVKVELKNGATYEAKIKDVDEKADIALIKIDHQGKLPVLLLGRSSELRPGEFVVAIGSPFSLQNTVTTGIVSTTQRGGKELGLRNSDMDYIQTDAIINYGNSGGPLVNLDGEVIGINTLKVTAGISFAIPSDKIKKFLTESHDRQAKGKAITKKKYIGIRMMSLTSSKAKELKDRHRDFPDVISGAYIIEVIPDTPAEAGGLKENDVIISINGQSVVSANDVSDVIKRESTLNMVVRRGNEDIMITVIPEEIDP
PRMT1 FP inh = PRMT1 (human) inhibition, primary screen | inhibition, % at 2.79 µM | recombinant PRMT1, activity-based probe fluorescence polarization | Q99873 | hit rate 1.3% among 370,000;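 active = inhibition above about 21% made by adding two undisclosed values, limit read from the data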
SIAE primary = blocks human sialic acid acetylesterase; SIAE FP-Rh probe binding, fluorescence polarization; inhibition, % at 9.66 µM; hit rate 0.69% among 370,000;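 active = inhibition above a cutoff: mean of compounds within the control limits plus 3 SD of those, cut at about 17% in these data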;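 note: 0% = plate median of compound wells and 100% = probe without SIAE protein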
NPR2 activator = GC-B (human) receptor activation. activation, % at 10 µM. AID 1920062. P20594. HEK293-GC-B cells, CNP EC30, cGMP TR-FRET; 0% at EC30 CNP, 100% saturating CNP. hit rate 0.11% among 370,000;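 active = activation at 10 µM reaching about 35% in either raw or pattern-adjusted values, limit read from the data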
mABHD4 FP = inhibits mouse alpha/beta hydrolase domain 4 | Q8VD66 | purified mABHD4, FP-Rh probe fluorescence polarization | inhibition, % at 8.92 µM | hit rate 0.54% among 370,000 | AID 720543;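 active = inhibition exceeding the mean over every tested compound plus 3 SD, cut at about 30% in these data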;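 note: 0% = plate median of compound wells and 100% = S159A mutant with DMSO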
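Test system: mouse ABHD4 enzyme, wild type. Reagent: FP-Rh fluorescent activity-based probe, added after compound pre-incubation. Timing: pre-incubation 45 min, probe exposure 60 min, at 25 °C. Technique: FP readout, ex 525 nm / em 598 nm. Benchmarks: high control S159A mutant with DMSO, low control median of compound wells.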
UHRF1 binding = human UHRF1 methylated DNA binding inhibitors; inhibition, % at 4.4 µM; UHRF1 binding to methylated oligo, TR-FRET; hit rate 0.75% among 370,000; in the data active = inhibition above about 21%;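 note: UHRF1 SRA domain binding a hemimethylated CpG hairpin DNA probe; 0% = median of test compound wells and 100% = reference inhibitor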
TCR-CD3 inh = blocks the human TCR-CD3 interaction | TAMRA-labeled TCR probe fluorescence, biochemical | hit rate 0.37% among 360,000 | inhibition, % at 9.4 µM; in the data active = inhibition above about 19%;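 note: recombinant mutant TCR 2C K166C tagged with TAMRA read by polarization; 0% = receptor in buffer alone and 100% = receptor with positive control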
MBD2 inh = MBD2-methylated oligo binding inhibition; hit rate 0.31% among 370,000; inhibition, % at 4.4 µM; TR-FRET, MBD2 binding to methylated oligonucleotide; Q9UBB5; in the data active = inhibition above about 13%
Target sequence (Q9UBB5 whole entry, looked up): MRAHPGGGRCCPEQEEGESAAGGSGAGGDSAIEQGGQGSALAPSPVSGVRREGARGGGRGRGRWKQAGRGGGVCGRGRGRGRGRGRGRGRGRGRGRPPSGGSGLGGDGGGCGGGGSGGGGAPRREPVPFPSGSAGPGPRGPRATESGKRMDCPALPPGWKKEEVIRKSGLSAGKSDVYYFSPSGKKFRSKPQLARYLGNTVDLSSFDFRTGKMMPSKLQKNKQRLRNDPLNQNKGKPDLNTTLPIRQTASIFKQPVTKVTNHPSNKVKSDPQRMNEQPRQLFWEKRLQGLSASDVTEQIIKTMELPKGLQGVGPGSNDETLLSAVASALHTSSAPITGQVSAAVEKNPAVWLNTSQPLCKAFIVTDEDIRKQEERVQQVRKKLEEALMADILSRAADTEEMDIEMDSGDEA
rCAG RNA binder = r(CAG) repeat RNA binding; TO-PRO-1 dye displacement fluorescence; inhibition, % at 3 µM; hit rate 1.3% among 370,000; AID 651821;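 active = inhibition above the plate cutoff, the mean of all test compounds on that plate plus 3 SD, cut at about 35% in these data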;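 note: 0% = DMSO alone and 100% = 100 µM mitoxantrone as full dye displacement; higher means more dye released from RNA so lower well fluorescence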
Active calls of the source: *; nt = not tested or not shown. Not all compounds are listed; count on the stated rates, not on these rows.

canonical_smiles,GC-A act,HTRA1 inh,PRMT1 FP inh,SIAE primary,NPR2 activator,mABHD4 FP,UHRF1 binding,TCR-CD3 inh,MBD2 inh,rCAG RNA binder
CCOc1ccc(S(=O)(=O)N2CCN(Cc3ccc4c(c3)OCO4)CC2)cc1C,0,-14,-6,2,3,-5,-1,3,5,1
O=C1NCC2=C1C(c1ccc(Br)cc1)Nc1ccccc1N2 (stereo not given),1,8,4,3,-6,15,-4,3,-3,10
CC(O)(c1ccccc1)c1nc(-c2ccc(Cl)cc2)cs1 (stereo not given),3,nt,-1,-9,-7,-34,0,-3,-4,0
CCSc1nc2c(cnn2-c2ccc(C)cc2)c(=O)[nH]1,8,-2,0,-6,6,-5,0,-2,4,0
Cc1ccc(N(Cc2ccccc2)C(=O)c2ccc(C)c(S(=O)(=O)N3CCOCC3)c2)cc1,-6,-10,3,5,-1,3,1,-1,-3,4
COCCCN1C(=O)c2ccc(C(=O)OCC(=O)NCCc3ccccc3)cc2C1=O,-1,-4,3,7,-4,4,0,4,-3,-1
CC1CCCN(C(=O)c2ccc(CNc3c(N4CCCCC4)c(=O)c3=O)cc2)C1 (stereo not given),25,9,-2,5,-1,-1,-1,-3,1,0
CS(=O)(=O)N(Cc1ccco1)Cc1ccccc1Cl,0,-2,-3,7,2,-8,0,6,-5,-1
COCc1nnc(NC(=O)CCS(=O)(=O)c2ccccc2)s1,4,2,4,2,-2,4,1,4,-2,1
COCc1ccc(C(=O)N2CCCC(N3CCN(c4ccccc4C)CC3)C2)s1 (stereo not given),1,1,4,2,2,-6,0,-4,-1,-8
CCOC(=O)C1=C(COC(=O)CNC(=O)c2ccc(Cl)cc2Cl)NC(=O)NC1C (stereo not given),-1,2,-4,11,-6,4,-2,2,-1,-4
O=C1CCCc2sc3c(c2N1)CCCCC3,-1,0,2,3,1,3,1,11,1,-3
Cc1ccc(S(=O)(=O)N2CCCC2)cc1[N+](=O)[O-],-1,-4,1,3,4,0,4,-4,-4,3
Cc1ccsc1C(=O)N1CCCC(N(C)Cc2ccccc2)C1 (stereo not given),1,2,0,1,4,10,-2,-1,3,-5
C=CCNC(=S)Nc1sc2c(c1C(=O)OCC)CC(C)(CC)OC2 (stereo not given),-4,-7,4,0,-4,3,2,-3,-2,3
O=C(NNC(=O)C1CCCO1)c1ccccc1Cl (stereo not given),-2,3,-2,-6,4,0,1,2,4,0
CN(C(=O)c1ccc(OC2CCN(CCc3ccccc3)CC2)cc1)C1CCOC1 (stereo not given),1,0,-1,-1,2,-2,-1,-1,-1,-8
COc1cccc(CNCc2cccc(OC)c2O)c1O,0,10,-5,9,-3,4,0,-5,-1,0
Cc1ccc(-n2nnnc2-c2cccs2)cc1[N+](=O)[O-],-4,5,-1,2,-7,-3,-3,-5,2,-2
COc1ccc(CC(=O)Nc2ccccc2C(F)(F)F)cc1S(=O)(=O)N1CCOCC1,3,2,3,-1,2,-3,1,-9,-2,3
O=C(CN1CCC(C(=O)c2ccc3c(c2)OCCO3)CC1)NC1CCCC1,1,-1,-3,5,2,-2,-3,-1,-5,-4
CC(=O)c1cccc(-n2nnnc2SCC(=O)N2CCCC2)c1,-1,-6,-2,-5,6,8,3,6,-1,3
COc1cc(OC)cc(C(=O)N2CCC(C(=O)N3CCOCC3)CC2)c1,2,0,0,-6,3,-1,0,-1,4,0
O=c1[nH]c2ccc(NCc3ccc(OCc4ccccc4Cl)cc3)cc2[nH]1,3,5,8,3,-1,8,-3,-6,-6,10
COc1ccccc1C(=O)N1CCCC(c2nc(-c3cc(OC)c(OC)c(OC)c3)no2)C1 (stereo not given),-6,1,0,0,-10,3,1,-1,1,-7
Cc1cc2nc(SCC(=O)Nc3nonc3C)c3c(c2cc1C)CCCC3,3,-2,-1,-5,7,-1,-3,-1,3,3
COc1cccc(/C=N/NC(=O)CC(C)O)c1OC/C=C/c1ccccc1 (stereo not given),0,7,-6,-4,2,5,0,3,4,-6
CCOC(=O)CC1CCCCN1Cc1cn[nH]c1-c1ccc(F)cc1F (stereo not given),1,2,5,-7,1,-9,8,-1,9,-4
O=C(NN1C(=O)C2C3CCC(O3)C2C1=O)c1ccco1 (stereo not given),-3,9,1,-10,2,-5,2,-2,3,-3
CN1CCN(c2nc(-c3ccccc3)nc(-c3ccccc3)c2C#N)CC1,3,-13,-1,8,-5,3,-4,4,1,-2
Cc1ccc(S(=O)(=O)CCC(=O)NCc2ccccc2Cl)cc1,0,-4,-1,-1,5,5,-1,7,-4,0
CC(C)NC(=O)c1ccc(-c2ccccc2C(F)(F)F)o1,-1,-2,0,1,-3,5,1,1,-5,-7
CCCC(c1nnnn1CCc1ccccc1)N1CCN(C2CCCC2)CC1 (stereo not given),-8,11,2,0,1,-4,1,3,-1,-3
O=C(CN(C(=O)C1CSC(=O)C1)c1cccc(F)c1)NCc1ccc2c(c1)OCO2 (stereo not given),0,5,3,1,4,4,0,-1,4,3
O=C(COC(=O)c1cc[n+]([O-])cc1)Nc1cccc(Cl)c1Cl,2,3,3,4,-3,3,3,-3,4,2
O=C(CCC1CCCCC1)Nc1ccc(S(=O)(=O)Nc2nccs2)cc1,-3,0,0,-1,3,-1,3,-1,5,53*
Cc1ccc(C(=O)CCC(=O)OCC(=O)N2c3ccccc3NC(=O)C2(C)C)cc1,5,-5,2,3,6,3,2,-3,-1,-2
CCCS(=O)(=O)N1CCCC(C(=O)c2cccc(Cl)c2)C1 (stereo not given),4,-12,-1,-1,9,1,0,1,-2,-5
O=S(=O)(CCc1ccncc1)c1ccc(Cl)cc1,4,2,3,5,-1,-1,-1,4,-1,0
COc1ccc(CCNC(=O)C2CC(=O)N(c3ccc(F)cc3)C2)cc1OC (stereo not given),0,4,1,6,3,7,-1,-8,5,-5

An excerpt of these results, with values under each structure.
Order of results: GC-A act | HTRA1 inh | PRMT1 FP inh | SIAE primary | NPR2 activator | mABHD4 FP | UHRF1 binding | TCR-CD3 inh | MBD2 inh | rCAG RNA binder
- CCCC(c1nnnn1CCc1ccccc1)N1CCN(C2CCCC2)CC1 (stereo not given)
    -8 | 11 | 2 | 0 | 1 | -4 | 1 | 3 | -1 | -3
- O=C(CN(C(=O)C1CSC(=O)C1)c1cccc(F)c1)NCc1ccc2c(c1)OCO2 (stereo not given)
    0 | 5 | 3 | 1 | 4 | 4 | 0 | -1 | 4 | 3
- O=C(COC(=O)c1cc[n+]([O-])cc1)Nc1cccc(Cl)c1Cl
    2 | 3 | 3 | 4 | -3 | 3 | 3 | -3 | 4 | 2
- O=C(CCC1CCCCC1)Nc1ccc(S(=O)(=O)Nc2nccs2)cc1
    -3 | 0 | 0 | -1 | 3 | -1 | 3 | -1 | 5 | 53*

Remaining list, next part
canonical_smiles,GC-A act,HTRA1 inh,PRMT1 FP inh,SIAE primary,NPR2 activator,mABHD4 FP,UHRF1 binding,TCR-CD3 inh,MBD2 inh,rCAG RNA binder
CC1(C(=O)NCCc2c[nH]c3ccccc23)CCN1Cc1csc2ccccc12 (stereo not given),-5,nt,-3,-5,-1,8,3,4,-1,3
Cc1ccc(NC(=O)C2(C)CCN2C2Cc3ccccc3C2)cc1 (stereo not given),-4,nt,-5,-2,5,3,-1,1,0,-1
CCOC(=O)NC(=O)c1cn(-c2ccc(OC)cc2)c(=O)[nH]c1=O,-6,5,-3,16,-10,-7,-3,-1,-3,3
Cc1ccc(C(C)C)c(OCC(O)CN2CCN(CCO)CC2)c1 (stereo not given),1,1,-1,2,6,-1,3,8,1,-2
CC(=O)Nc1ccc(S(=O)(=O)N[C@@H](C)C(=O)Nc2ccc(N3CCOCC3)cc2)cc1,0,1,0,10,4,11,1,5,1,2
CC(=O)NC1C(=O)N=C(SCc2ccccc2)NC1=O (stereo not given),-2,8,0,1,2,-3,3,4,3,4
O=C(Nc1ccccc1F)c1ccc(Br)o1,3,3,-1,-8,4,5,-4,3,-1,1
CCOc1ccc(NC(=S)NC(=O)/C=C/c2ccc(Br)cc2)c([N+](=O)[O-])c1,0,-8,0,4,-4,-3,2,2,0,4
Cc1ccccc1OCC(=O)NCCNC(=O)c1ccncc1,0,0,1,7,6,4,-3,5,1,-1
CN(CC(=O)Nc1ccccc1F)CC(=O)Nc1ccccc1Br,1,10,0,11,0,3,-2,0,2,-2
Cn1c(CO)cnc1SCC(=O)c1ccc(F)cc1,1,-1,5,3,7,0,-2,2,2,-1
COc1cc(OC)c(OC)cc1/C=N/NC(=O)c1ccc2nc[nH]c2c1,-5,3,-2,-3,0,10,-4,3,-7,-5
C[C@H](NC(=O)NCc1ccc(F)cc1)C(=O)O,2,-1,-2,-1,5,-3,2,-11,2,-2
[N-]=[N+]=CC(=O)C(c1ccccc1)(c1ccccc1)c1ccccc1,-6,0,2,-2,-1,1,3,-3,-2,-1
COc1ccc(CNC(=O)c2ccc(Cl)c(S(=O)(=O)N3CCCCCC3)c2)cc1,-1,-21,-2,-4,0,-10,0,0,-1,1
CCOC(=O)C1(CCCc2ccccc2)CCN(Cc2cnc(C)s2)CC1,3,-4,-8,-3,-5,-2,-1,7,-4,-11
COCCn1c(SC(C)C(=O)Nc2ccc(Cl)cn2)nnc1-c1ccncc1 (stereo not given),-2,4,0,-4,2,4,4,-2,6,3
O=C(Nc1ccc(Cl)c(C(F)(F)F)c1)c1ccco1,-4,-25,-2,-15,-3,-16,-1,5,-1,1
CN(CCO)c1ccc2c(c1)OC[C@H](Cc1ccccc1)NS2(=O)=O,-1,nt,2,10,1,1,-2,5,0,0
Cc1ccc(S(=O)(=O)N2[C@@H](c3cccc(C)c3)C(C(=O)O)=C[C@H]2C(C)(C)C)cc1,-2,-5,1,7,-6,-1,-2,1,-2,28
CCOC(=O)C(C)/C(C)=N\Nc1ccc([N+](=O)[O-])cc1[N+](=O)[O-] (stereo not given),0,-3,-1,6,-9,-2,-6,0,-3,-2
Cc1cc(C)n(CC(C)NCc2cn[nH]c2-c2cccc3ccccc23)n1 (stereo not given),-21,6,-2,-1,-4,0,1,-2,-2,-8
COc1ccc(-c2nc(CS(=O)(=O)CC(=O)NCc3ccc4c(c3)OCO4)c(C)o2)cc1,-5,-3,-3,4,-7,-1,0,10,-1,2
CC(C)Nc1nc2cccnc2s1,0,1,-6,5,1,-4,8,-4,3,1
Clc1ccccc1NN(Cc1ccccn1)c1ccccc1Cl,-13,-5,-2,-1,-3,3,1,5,-6,1
CCN(CCNC(=O)[C@H]1C=C(OC)C(=O)C[C@H](c2ccccc2)[C@H]1C)C(C)=O,0,nt,-1,3,5,0,1,nt,-2,3
CCCOCCOC(=O)C1=C(C)NC(=O)NC1c1cc(Cl)c(O)c(OC)c1 (stereo not given),-5,5,2,12,3,-1,-1,6,0,-6
C[C@H](NC(=O)[C@H]1N2C(=O)c3ccccc3C2SC1(C)C)C(=O)N1CCC[C@H]1CO (stereo not given in full),4,5,0,-5,-5,-3,-2,3,-7,-3
CC(C)(C)CC(=O)Nc1nnc(C(F)(F)F)s1,0,5,0,3,1,0,1,11,-6,-2
O=C(NCCN1CCCCC1)c1cc(OCC(F)(F)F)ccc1OCC(F)(F)F,0,9,-2,6,0,0,-1,2,2,-3
COc1cc(C(=O)NCCC(=O)NCc2cccs2)cc(OC)c1OC,0,2,-1,-1,12,-1,2,-4,0,1
C#CC(C)(C)NC(=O)c1sccc1Oc1ccc(F)cc1[N+](=O)[O-],-4,6,-3,-1,0,-2,-2,1,2,-2
